Assay outcomes (PubChem BioAssay)
Bcl-B Bim block: human Bim-Bcl-B interaction inhibition; Q9HD36; AID 951; inhibition, % at 10 µM; bead-based flow cytometry, Bim peptide-Bcl-B binding; 0.073% of 190,000 active;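 also: 0% = tracer peptide without compound and 100% = reference inhibitor peptide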
Target sequence (Q9HD36 whole entry, looked up): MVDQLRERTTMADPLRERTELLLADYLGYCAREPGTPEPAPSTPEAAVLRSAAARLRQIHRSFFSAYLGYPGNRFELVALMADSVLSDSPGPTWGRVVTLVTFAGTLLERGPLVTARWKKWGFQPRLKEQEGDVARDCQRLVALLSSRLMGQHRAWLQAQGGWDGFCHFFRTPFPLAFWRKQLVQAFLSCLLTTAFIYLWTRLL
Bim-Bfl-1: inhibitors of Bim-Bfl-1 interaction, human | Bead-based flow cytometry, Bim-Bfl-1 binding inhibition | inhibition, % at 10 µM | 0.12% of 190,000 active | AID 1008;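 also: 0% = wells without compound plus tracer and 100% = blocker peptide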
HRas wt GTP: modulators of GTP binding to human HRas wildtype; P01112; GST-Ras wt beads, Bodipy-FL-GTP binding, flow cytometry; actives lie on both sides; GTP binding activity, % at 10 µM; 0.14% of 190,000 active;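 active = GTP binding activity at least 20% away from the 100% baseline, either lowered as inhibitor or raised as activator; inconclusive = flagged as likely green fluorescent, judged across all proteins in the well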;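 also: 0% = unlabeled GTP competition control and 100% = no-compound control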
Target sequence (P01112 whole entry, looked up): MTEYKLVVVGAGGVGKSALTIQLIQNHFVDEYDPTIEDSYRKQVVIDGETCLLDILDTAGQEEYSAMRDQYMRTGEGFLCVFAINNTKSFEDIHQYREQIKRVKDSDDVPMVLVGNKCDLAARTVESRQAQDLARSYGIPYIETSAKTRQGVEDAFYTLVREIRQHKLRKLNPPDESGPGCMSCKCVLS
Rac1 wt GTP bind: human Rac1 wildtype GTP binding, inhibitors and activators; 0.27% of 190,000 active; GTP binding activity (% of control), % at 10 µM; GST-Rac1 beads, fluorescent GTP binding, flow cytometry; actives lie on both sides; 0 = cold GTP competed, 100 = untreated; AID 757;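 active = GTP binding activity at least 20 points away from the 100% control level, either lower or higher; inconclusive = compound flagged as likely green fluorescent, judged across all proteins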
Bcl-XL Bim block: human Bim-Bcl-XL interaction inhibition; Q07817; Bim peptide-Bcl-XL binding, bead flow cytometry, fluorescence; inhibition, % at 10 µM; 0.04% of 190,000 active; AID 1007
Target sequence (Q07817 whole entry, looked up): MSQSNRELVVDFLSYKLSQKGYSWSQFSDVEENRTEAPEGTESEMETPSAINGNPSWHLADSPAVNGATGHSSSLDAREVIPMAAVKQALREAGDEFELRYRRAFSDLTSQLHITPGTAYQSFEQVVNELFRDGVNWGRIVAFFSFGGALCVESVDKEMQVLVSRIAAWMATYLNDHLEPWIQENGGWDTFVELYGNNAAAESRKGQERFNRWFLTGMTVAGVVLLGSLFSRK
Bim-Bcl-W: inhibitors of Bim-Bcl-W interaction, human. Q92843. bead-based flow cytometry, Bim peptide-Bcl-W binding. inhibition, % at 10 µM. 0.02% of 190,000 active. AID 952;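 also: 0% = bound tracer without compound and 100% = peptide blocker; higher means less fluorescent Bim peptide bound to Bcl-W beads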
Target sequence (Q92843 whole entry, looked up): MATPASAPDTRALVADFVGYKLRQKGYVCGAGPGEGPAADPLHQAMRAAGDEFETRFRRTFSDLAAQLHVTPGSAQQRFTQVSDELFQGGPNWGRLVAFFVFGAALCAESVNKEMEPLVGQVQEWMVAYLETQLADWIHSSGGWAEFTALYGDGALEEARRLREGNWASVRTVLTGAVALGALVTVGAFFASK
Bim-Bcl-2: human Bim-Bcl-2 interaction inhibition | Bead-based flow cytometry, Bim peptide-Bcl-2 binding | 0.06% of 190,000 active | inhibition, % at 10 µM | P10415; in the data active = inhibition above about 40%; inconclusive = no clear call, values can overlap the other calls;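 also: 0% = no compound wells with probe peptide and 100% = reference peptide inhibitor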
Rab7 wt modul: dog Rab7 wildtype GTP binding, inhibitors and activators | GST-Rab7 beads, fluorescent GTP binding, flow cytometry; actives lie on both sides; untreated = 100%, excess cold GTP = 0% | GTP binding activity (percent of control), % at 10 µM | 0.055% of 190,000 active | AID 758;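 active = fluorescent GTP binding to Rab7 beads changed by at least 20 points from the 100% baseline, either direction, mostly lower; inconclusive = compound itself probably fluorescent, or too few beads counted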;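 also: median green fluorescence of bound Bodipy-FL-GTP per Rab7 bead population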
Cdc42 wt GTP: human Cdc42 wildtype GTP binding change, either direction. P60953. GST-Cdc42 beads, Bodipy-GTP binding, flow cytometry; actives lie on both sides. percent activity (GTP binding), % at 10 µM. 0.2% of 190,000 active. AID 761;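 active = percent activity GTP binding at least 20 points away from the 100% baseline, either down as inhibitor or up as activator; inconclusive = compound flagged as likely green fluorescent from well-wide comparison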;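 also: median bead fluorescence of bound Bodipy-FL-GTP at 100 nM; 0% = excess unlabeled GTP control and 100% = no compound control; below 100% means less GTP binding so inhibitor and above means activator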
Target sequence (P60953 whole entry, looked up): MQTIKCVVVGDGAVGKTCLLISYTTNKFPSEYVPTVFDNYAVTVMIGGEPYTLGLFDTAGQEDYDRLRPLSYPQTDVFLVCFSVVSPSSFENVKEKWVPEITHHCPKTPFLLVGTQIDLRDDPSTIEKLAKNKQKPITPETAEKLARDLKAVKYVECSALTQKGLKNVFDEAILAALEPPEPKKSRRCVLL
Rac1 act GTP bind: human Rac1 activated mutant GTP binding change; 0.11% of 190,000 active; GST-Rac1 activated beads, fluorescent GTP binding, flow cytometry; actives lie on both sides; 100% means binding = to untreated wells; percent activity (GTP binding), % at 10 µM; P63000;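 active = GTP binding at least 20 percentage points away from the 100% baseline, in either direction, so actives lie on both sides; inconclusive = Compound likely fluorescent itself, or too few beads counted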
Rab2A wt mod: changes GTP binding to wildtype dog Rab2A, up or down; 0.19% of 190,000 active; GTP binding activity, % at 10 µM; GST-Rab2 wt beads, Bodipy-GTP binding, flow cytometry; AID 760;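 active = GTP binding activity at least 20 points away from 100%, either lowered or raised; inconclusive = signal likely due to the compound's own green fluorescence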;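 also: 0% = beads with excess unlabeled GTP and 100% = no-compound control corrected for plate trend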
* marks the source's active call; other numbers are inactive results; ? = inconclusive. Rule as the data show it, unless noted: active = inhibition above about 40%.

Structure,Bcl-B Bim block,Bim-Bfl-1,HRas wt GTP,Rac1 wt GTP bind,Bcl-XL Bim block,Bim-Bcl-W,Bim-Bcl-2,Rab7 wt modul,Cdc42 wt GTP,Rac1 act GTP bind,Rab2A wt mod
CCOCCCNS(=O)(=O)c1ccccc1,-5,0,100,103,-4,2,-1,95,98,99,100
COc1ccccc1N1CCN(/N=C/C=C\c2ccco2)CC1,-2,7,99,98,0,0,0,98,96,99,99
Cc1cc(C)cc(N2C(=O)CC(n3nc(C)cc3C)C2=O)c1 (stereo not given),-7,-8,102,103,-9,0,-4,102,103,101,103
CCOC(=O)c1oc2ccccc2c1CN1CCN(c2ccccc2)CC1,-2,-1,100,102,-1,0,-2,99,103,101,100
CCOc1ccc(NC(=S)NC23CN4CN(CN(C4)C2)C3)cc1,-5,-5,99,99,-2,-4,-2,103,100,94,99
CCSc1sc(CC)cc1C=O,-3,-1,97,104,0,0,0,96,99,95,98
O=S(=O)(c1cccc(C(F)(F)F)c1)N1CCN(C(=S)NCc2ccco2)CC1,-6,2,102,103,-2,-2,0,103,101,96,101
FC(F)(F)c1ccc(N2CCN(c3cc(-c4ccccc4)nc4ncnn34)CC2)nc1,-2,0,100,95,-3,-1,0,99,99,97,99
COc1ccc(NS(=O)(=O)c2ccc(NC(=O)c3ccc(N(C)S(C)(=O)=O)cc3)cc2)c(OC)c1,-8,-16,99,102,-6,-3,-7,97,98,101,99
Cc1cc(C)n(-c2cc(C)c(C)cc2Br)n1,0,4,91,90,0,-2,2,90,94,90,89
CCOC(=O)Cc1nnc(NC(=O)CSc2ccccc2)s1,-4,-3,109,108,-3,-5,-2,108,108,101,108
O=C(NCCc1ccccn1)C1CCCN(S(=O)(=O)Cc2ccccc2)C1 (stereo not given),-2,-5,95,95,-7,-1,-2,97,96,93,93
O=C(CC(C(=O)O)C1CCCO1)NCc1ccccc1 (stereo not given),-2,-4,98,100,-2,-1,-3,99,98,99,97
CCCCC(=O)Nc1ccc(C(=O)NNC(=S)NC(=O)c2ccco2)cc1,-24,2,96,96,-3,2,2,105,92,93,92
O=C(O)C1CN(c2nc(Cl)ccc2[N+](=O)[O-])C1,-4,-2,101,104,0,-1,-3,111,97,96,101
Cc1cccc(NC(=S)NCC(c2cccnc2)N(C)C)c1 (stereo not given),-7,-5,101,103,-4,-5,-6,101,103,98,102
O=C(NCC1CCCO1)c1cc2ccccc2oc1=O (stereo not given),-3,-5,99,99,-1,1,-6,104,100,98,100
O=S(=O)(c1ccccc1F)N1CCN(CC(O)c2ccccc2)CC1 (stereo not given),-15,-6,95,99,-7,-5,-3,95,93,96,96
COC(=O)c1cc(NC(=O)c2cccnc2)ccc1N1CCOCC1,-4,-7,95,94,-1,-1,-3,102,94,94,96
CC1=CC(C)(C)Nc2ccc(OC(=O)C(C)N3C(=O)c4ccccc4C3=O)cc21 (stereo not given),-10,-5,101,99,-8,3,-5,101,100,97,99

(further entries)
Structure,Bcl-B Bim block,Bim-Bfl-1,HRas wt GTP,Rac1 wt GTP bind,Bcl-XL Bim block,Bim-Bcl-W,Bim-Bcl-2,Rab7 wt modul,Cdc42 wt GTP,Rac1 act GTP bind,Rab2A wt mod
COc1ccc(N2CCN(C3CC(=O)NC3=O)CC2)cc1 (stereo not given),-8,-10,99,104,-2,3,-8,101,103,99,101
C/C(=N\Nc1nc2ccccc2s1)c1ccc(Br)s1,-3,-2,101,102,-2,-3,-8,105,99,101,101
CCCC(C)NC(=O)c1cc(Cl)ccc1OC (stereo not given),0,0,98,100,1,-2,-1,97,95,98,101
N/C(=N\OS(=O)(=O)c1ccc(Br)cc1)c1ccncc1,-6,-16,99,103,-1,0,-9,102,100,99,99
O=c1c(Cl)c(NCCCO)cnn1-c1nc2ccccc2[nH]1,-4,2,102,99,-2,-3,-4,97,102,98,102
O=c1cc(N2CCN(c3ccccc3)CC2)[nH]c(=O)n1Cc1ccc(F)cc1,-6,-11,101,107,-7,0,-5,102,100,101,100
COC(=O)c1cc(OC)c(OC)cc1NC(=S)Nc1cccc(Cl)c1,-28,-5,100,104,-8,-2,-7,103,101,96,98
CC(=O)Nc1ccc(-c2nc3c(C)cccc3[nH]2)cc1,0,-3,98,94,-1,-1,-4,96,98,96,94
CCOC(=O)Cc1csc(NC(=O)CSc2nnc(-c3ccc(OC)cc3)n2C)n1,-7,-7,103,106,0,1,-11,105,102,100,102
Cc1nnc(SC(C)C(=O)Nc2ccc(Cl)cn2)n1Cc1ccccc1 (stereo not given),0,-2,99,97,1,-1,-1,96,98,95,97
Cn1c(=O)c(=O)n(C)c2cc([N+](=O)[O-])c([N+](=O)[O-])cc21,1,-4,91,92,1,2,-1,101,90,93,92
c1ccc2c(c1)[nH]c1nc(SCCN3CCOCC3)nnc12,2,-2,93,95,5,1,6,89,96,94,91
O=C(O)/C=C\c1cccc(-n2cnnn2)c1,-7,-3,104,106,-6,-3,-2,98,102,102,102
O=C(N/N=C\c1cccs1)c1ccccc1-n1cccc1,-3,-3,94,95,-3,-1,0,97,95,92,97
COc1ccc(OC)c(NC(=O)CNC(=O)c2cccs2)c1,-6,-3,101,103,-10,-6,-4,101,99,101,102
O=C1C2ON(c3ccccc3)C(c3ccccc3F)C2C(=O)N1c1ccccc1 (stereo not given),-8,-11,100,104,2,2,-11,97,100,96,98
Cc1ccsc1C1Nc2ccccc2-c2nc3ccccc3n21 (stereo not given),-5,-13,100,100,-5,-3,-5,101,98,101,100
Cc1nn(C)c(C)c1/C=C/C(=O)c1cccs1,2,1,98,100,-1,3,2,100,103,100,100
Cc1sc(NC(=O)c2ccccc2F)c(CN2CCCCC2)c1C,-8,0,98,100,-7,-1,0,98,101,98,99
c1ccc(-c2nnc(CN3CCN(C(c4ccccc4)c4ccccc4)CC3)o2)cc1,-3,-3,99,96,-1,0,-6,103,98,96,100

Brought forward from above: 2 entries, followed by the next part.
Structure,Bcl-B Bim block,Bim-Bfl-1,HRas wt GTP,Rac1 wt GTP bind,Bcl-XL Bim block,Bim-Bcl-W,Bim-Bcl-2,Rab7 wt modul,Cdc42 wt GTP,Rac1 act GTP bind,Rab2A wt mod
Cc1sc(NC(=O)c2ccccc2F)c(CN2CCCCC2)c1C,-8,0,98,100,-7,-1,0,98,101,98,99
c1ccc(-c2nnc(CN3CCN(C(c4ccccc4)c4ccccc4)CC3)o2)cc1,-3,-3,99,96,-1,0,-6,103,98,96,100
CC(c1ccc(F)cc1)n1c(Cn2ncc3ccccc3c2=O)n[nH]c1=S (stereo not given),-40,1,97,100,-8,-5,-5,102,95,98,98
Cc1ccc(C)c(-n2cc(CNCCCn3cccn3)c(-c3ccccc3)n2)c1,-2,-8,96,102,1,2,0,96,99,100,97
COc1ccc(C)cc1S(=O)(=O)N1CCCC(C(=O)NCC2CCCO2)C1 (stereo not given),-4,-9,99,101,-1,0,-14,105,101,98,100
CC(C)OC(=O)C1CC(C)(O)C(=O)C(C(=O)OC(C)C)C1c1ccc([N+](=O)[O-])cc1 (stereo not given),-2,-6,96,100,-2,-2,-5,94,97,96,96
Cc1cc(Cl)ccc1OCCCC(=O)N1CCN(C)CC1,-1,-3,102,104,-1,-4,-4,100,103,99,103
CC(C)N1CCN(c2ccncc2S(=O)(=O)N2CCOCC2)CC1,-6,-11,102,105,-4,-1,-10,100,104,100,101
Cc1c(C(=O)N2CCN(c3ncccn3)CC2)sc2nc3n(c(=O)c12)CCCC3,-4,-2,99,103,-6,-4,-7,100,100,99,100
COc1ccc(NC(=O)CCSc2cc(C)c3ccccc3n2)cc1,0,-1,98,95,-1,-2,2,96,94,93,94
COc1cc2nc(C3CCC3)n(NC(=O)C3CCCC(OC)C3)c(=O)c2cc1OC (stereo not given),-1,-1,99,103,-1,-2,-1,99,102,99,99
O=C(NCc1ccco1)/C(=C\c1cccs1)NC(=O)c1ccsc1,-1,-3,97,104,-5,-3,-2,97,93,98,97
Cc1cccc(C(=O)O/N=C2\CCCc3ccccc32)c1,-3,0,103,103,0,-1,-4,103,105,99,104
Cc1cccc(NC(=O)Nc2ccc(Oc3c(F)c(F)c(F)c(F)c3F)cc2)c1,-5,-15,?,?,0,0,-8,?,?,?,?
Cc1csc(NC(=O)C(NS(=O)(=O)c2ccc(Br)s2)c2ccccc2)n1 (stereo not given),-8,-18,99,101,-7,-2,-8,99,97,97,96
Cc1ccc(S(=O)(=O)NCC(=O)N2CCN(c3ccccn3)CC2)cc1,-7,-6,99,102,-18,5,-4,95,101,99,99
CCOC(=O)CNC1CC(=O)N(c2cccc(Cl)c2)C1=O (stereo not given),-6,-11,102,107,-9,1,-5,104,103,100,103
CSc1cccc(NC(=O)COc2ccccc2C)c1,-5,-5,97,96,-2,0,-2,105,96,92,96
COc1ccc(/C=C/C(=O)N2CCC(c3ccccc3)C2)cc1 (stereo not given),-1,0,98,102,0,-2,2,98,101,102,99
COc1cc(C2NC(=S)NC(c3ccccc3)=C2C(C)=O)cc(Br)c1OCC(N)=O (stereo not given),-12,0,97,98,-3,-2,-1,104,101,96,97
CCCCNC(C(=O)Nc1cccc(S(=O)(=O)N2CCOCC2)c1)c1ccccc1 (stereo not given),-4,-8,94,100,-3,0,-3,95,94,95,93
O=C(Cn1nnc(-c2cccs2)n1)NCc1ccco1,0,-3,95,97,-1,1,-1,93,95,95,95

Later entries:
Structure,Bcl-B Bim block,Bim-Bfl-1,HRas wt GTP,Rac1 wt GTP bind,Bcl-XL Bim block,Bim-Bcl-W,Bim-Bcl-2,Rab7 wt modul,Cdc42 wt GTP,Rac1 act GTP bind,Rab2A wt mod
C=CCC(C#Cc1ccc(C)cc1)N(CC)CC (stereo not given),-11,-14,102,105,-12,-2,-9,102,102,98,101
Cc1ccc2nc(SCn3nnc4ccccc4c3=O)[nH]c2c1,-7,-2,100,101,-7,-4,-8,100,103,100,101
Cc1ccc(C(=O)Nc2ccc3c(c2)OCO3)cc1NC(=O)c1ccco1,0,-1,94,94,1,5,4,94,95,95,94
COc1ccc(NC(=O)Cn2c(NCC(C)O)nc3ccccc32)cc1Cl (stereo not given),-3,-3,98,102,0,1,1,95,98,96,95
O=S(=O)(NCC(c1cccnc1)N1CCN(c2ccc(F)cc2)CC1)c1ccc(F)cc1 (stereo not given),-7,-10,102,105,-4,1,-8,100,101,101,100
O=C(Cn1nc(Cl)nc1Cl)Nc1ccccc1,-3,-9,101,106,0,9,-6,99,101,100,99
CC(=O)Nc1ccccc1OCC(=O)NCCc1ccc(Cl)cc1Cl,-9,-5,101,105,-9,-3,-6,99,103,100,100
O=C(NCc1nc2ccccc2[nH]1)C1=C[C@@H](c2ccccc2)C[C@@H](OCCCCO)O1,-5,-5,96,98,-3,-2,-3,99,96,94,98
COc1ccc(CNC(=S)Nc2ccc3nc(N4CCN(C)CC4)cc(C)c3c2)cc1,-6,-1,97,101,-2,-1,-2,97,97,97,96
c1ccc(Cn2c(Sc3nnnn3-c3ccccc3)nnc2-c2ccccc2)cc1,0,-3,101,102,-6,0,-7,101,102,97,104
